Compound activity from PubChem BioAssay.
ER stress surv = ER stress cell death inhibition; CSM14.1 thapsigargin ER stress survival, ATP luminescence; relative survival (cellular ATP), % at 15 µg/mL (by protocol); 48,000 tested, 0.33% active;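 active = survival measured by cellular ATP above 50% at 15 µg/ml in the first screen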;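 note: cell death triggered by about 15 µM thapsigargin; ATP read 24 h after thapsigargin was added; plate controls were thapsigargin with DMSO for no effect and DMSO without thapsigargin for full effect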
* = called active by the depositor; & = joins results of further samples.

SMILES | ER stress surv
COc1cc(C2Nc3ccccc3C(=O)N2Cc2ccccc2)cc(OC)c1OC (configuration not stated) | -3
CC1CC(N(C(=O)C2CC2)c2ccccc2)c2ccccc2N1C(=O)C1CC1 (configuration not stated) | 9
COc1ccc(/C=C2\C(=O)NC(=O)N(c3cc(C)cc(C)c3)C2=O)cc1[N+](=O)[O-] | 7
Cc1cc(NC(=O)c2ccccc2C)ccc1NC(=O)c1cccs1 | 3
O=C(COc1ccc2ccccc2c1)Nc1cccc(Cl)c1Cl | 0
O=C(CC1Sc2ccccc2NC1=O)Nc1ccc(O)cc1 (configuration not stated) | 10
Cc1ccc2nc(-c3cccc(NC(=O)c4cccs4)c3)oc2c1 | 2
CCC(C(=O)Nc1ccc2c(c1)OCCO2)c1ccccc1 (configuration not stated) | -1
CC(C)(C)c1cc(C(=O)N/N=C/C=C/c2ccccc2)n[nH]1 | 5
COC(=O)c1ccc(NC(=O)c2ccc(I)cc2)cc1 | -3
COc1ccc(-c2cc(C(=O)Nc3c(Cl)cccc3Cl)c3ccccc3n2)cc1 | 7
Cc1cc(Cl)ccc1NC(=O)COc1ccc2ccccc2c1 | 7
O=C(CCc1ccccc1)Nc1cc(C(F)(F)F)ccc1Cl | 5
NC(=O)c1c(NC(=O)CCC(=O)O)sc2c1CCCC2 | 14
COc1ccc2c(c1OC)C(=O)OC2c1cc([N+](=O)[O-])ccc1O (configuration not stated) | 8
O=C(NCCNc1ccc(Cl)cc1[N+](=O)[O-])c1ccccc1F | -2
CCOC(=O)c1[nH]c(=O)[nH]c1Cn1ccnc1 | 8
CCC1Nc2ccc(C)cc2C(Nc2ccc(C)cc2)C1C (configuration not stated) | -8
CC(NS(=O)(=O)c1cc(Cl)ccc1Cl)c1ccccc1 (configuration not stated) | -2
O=C(Nc1nc2ccccc2n1Cc1ccccc1Cl)c1ccc(Cl)cc1 | 18
Cc1ccc(NC(=O)CSC(N)=O)cc1Cl | 6
O=c1cc(-c2ccccc2)nc(N2CCOCC2)[nH]1 | -5
O=C(Nc1ccc(-c2nc3ccccc3s2)c(O)c1)c1cc2ccccc2oc1=O | -2
CCOc1ccccc1/C=N/N1CCN(Cc2ccc(Cl)cc2)CC1 | -2
N#Cc1cc2c(nc1SCc1ccc(Cl)cc1)CCCC2 | 9
O=C(NN1C(=O)C2C3C=CC(C4CC34)C2C1=O)c1ccc(Cl)cc1Cl (configuration not stated) | 6
NS(=O)(=O)c1ccc(CCNC2CC(=O)N(c3ccc(Cl)cc3)C2=O)cc1 (configuration not stated) | 5
O=C(Nc1ccc(S(=O)(=O)N2CCOCC2)cc1)c1ccc(Br)s1 | 7
COc1ccc(-c2nc(=S)[nH][nH]2)cc1 | 6&6
CC(C)c1ccc(C=Nc2ccc(Nc3ccccc3)cc2)cc1 | -14
Cc1ccccc1-c1nc2cc(NC(=S)NC(=O)c3ccco3)ccc2o1 | 11
Oc1ccc(Br)cc1CN1CCN(Cc2cccnc2)CC1 | 7
CSCCC(NC(=O)c1cc(COc2ccc(-c3ccccc3)cc2)c(C)o1)C(=O)O (configuration not stated) | -3
O=C(c1ccccc1Cl)N1CCN(C(c2ccccc2)c2ccccc2)CC1 | 1
COc1ccc(/C=N/c2ncn[nH]2)cc1 | 0
Cc1ccc2nc(-c3ccc(NC(=O)c4cccc(Cl)c4Cl)cc3)sc2c1 | 3
O=C(NCCN1CCCCC1)c1cc(Cl)ccc1Cl | 0
Cc1cc(OCC(=O)N2CCN(c3ccc([N+](=O)[O-])cc3)CC2)ccc1Cl | 3
COc1ccc(Nc2ccccc2)c(C)c1 | -2
Oc1ccc(Br)cc1CN1CCN(C2CC3CCC2C3)CC1 (configuration not stated) | -8
N/C(=N\OC(=O)c1cccc(Br)c1)c1ccccn1 | 4
COc1cc(/C=N/NC(=O)c2cccc([N+](=O)[O-])c2)cc(I)c1O | -10
CC(C)(C)NC(=O)c1nn2c(C(F)(F)F)cc(-c3ccccc3)nc2c1Br | 8
CC(=O)Oc1c(C=C(C#N)C#N)[nH]c2ccccc12 | -7
CC(C)COc1ccc(C(=O)Nc2cccnc2)cc1 | -3
CCCC1=NN2C(=N)/C(=C/c3ccc(OCc4ccc(F)cc4)c(OCC)c3)C(=O)N=C2S1 | 3
Cc1cc(C)c2oc(-c3ccc(NC(=O)c4cccnc4)cc3O)nc2c1 | 0
O=S(=O)(NCc1ccc2c(c1)OCO2)c1ccc(Cl)cc1 | 9
CCOC(=O)C1=NNC2C(=O)N(c3cccc(Br)c3)C(=O)C12 (configuration not stated) | 4
Cc1ccc(/C(O)=C2\C(=O)C(=O)N(c3nncs3)C2c2cccc(Br)c2)cc1 (configuration not stated) | -2
c1ccc(-n2c(SCc3ccncc3)nnc2-c2ccco2)cc1 | -1
CC(C)(C)c1ccc(C(=O)Nc2cc(C(N)=O)cc(C(N)=O)c2)cc1 | 7
CCOc1ccccc1N1CCN(C(=O)c2cc(OC)c(OC)c(OC)c2)CC1 | -4
Cc1ccc(C2C3C(=O)N(c4cccc(Br)c4)C(=O)C3N3CCCN23)cc1 (configuration not stated) | 1
Cc1ccc2oc(-c3ccc(C)c(NC(=O)c4ccc(Br)o4)c3)nc2c1 | 6
COc1cccc(C2(c3cccc(OC)c3)CC2C(=O)Nc2cccc(C(F)(F)F)c2)c1 (configuration not stated) | 0
NS(=O)(=O)c1ccc(NC(=O)/C(=C\c2ccc(Br)cc2)NC(=O)c2ccccc2Cl)cc1 | 7
O=C1NC(=O)N(c2ccc(Br)cc2)C(=O)/C1=C/c1ccc(-c2cccc([N+](=O)[O-])c2)o1 | 2
CCOC(=O)C1=C(C)NC(=O)NC1c1ccc(OC)c([N+](=O)[O-])c1 (configuration not stated) | 6
Cc1nc(/N=C(/N)NC(=O)c2ccccc2N)nc2ccccc12 | -9

Going on with the list:
SMILES | ER stress surv
C/C(=N\OC/C(O)=C(\C#N)c1nc2ccccc2[nH]1)c1ccc(Br)cc1 | 21
O=C(COc1ccccc1)Nc1cccc(NC(=O)c2ccc(Cl)cc2Cl)c1 | 4
CS(=O)(=O)N(CC(=O)NCCSCc1ccccc1)c1cccc(Br)c1 | 1
COc1ccc(CCN2C(=O)CSC2c2ccc(F)cc2)cc1OC (configuration not stated) | -3
CCOC(=S)N/C(=N/S(C)(=O)=O)c1ccccc1 | 1
Cc1ccc(S(=O)(=O)c2cc(NS(=O)(=O)c3ccc(Cl)cc3)c3ccccc3c2O)cc1 | 7
CCOc1ccc(-c2csc(/C(C#N)=C/c3ccc(Cl)cc3)n2)cc1 | 4
CCOC(=O)C1NN=C(C(=O)c2ccccc2)C1c1ccc(OC)cc1 (configuration not stated) | -2
CC(C)CC(=O)Nc1ccc(I)cc1C(=O)O | 1
O=C1N=c2ccc(Br)cc2=C1c1sc(=S)n(NC(=O)c2ccccc2[N+](=O)[O-])c1O | 2
C/C(=N/NC(=O)c1ccoc1C)c1cccc(NC(=O)c2ccc(Cl)cc2Cl)c1 | 3
CC(C)=C1C2C=CC1C1C(=O)N(c3ccc(C)c(C)c3)C(=O)C21 (configuration not stated) | 0
Cc1cc(C(=O)n2cnc3c(N)ncnc32)co1 | 11
COc1nc(NS(=O)(=O)c2ccc(NC(C)=O)cc2)nc(C)c1Cl | 12
CCOC(=O)C1=C(C)N=c2s/c(=C\c3ccccc3Cl)c(=O)n2C1c1ccc(OC)c(OC)c1 (configuration not stated) | 13
Cn1ccnc1SCC(=O)Nc1ccccc1F | 1
O=C1C(Cl)=C(Nc2ccc(F)cc2)C(=O)N1c1cccc(Cl)c1 | 3
Cc1ccc(Nc2ncnc3ccc(Br)cc23)cc1C | 4
Cn1c(O)c(N=NC(N)=O)c2ccccc21 | 9
COc1cc(OC)cc(C(=O)N2CCN(Cc3ccco3)CC2)c1 | -2
O=c1c2c3c(sc2ncn1/N=C/c1cccs1)CCCC3 | 3
COc1cccc(NC(=O)CN(c2ccc(Br)cc2)S(C)(=O)=O)c1 | 9
CC(C)c1cc(CN(C)C)cc(C(C)C)c1O | 1
COC(=O)C1C(=O)NCC1c1ccccc1 (configuration not stated) | 6
COc1ccccc1N(CC(=O)Nc1ccc2ccccc2c1)S(=O)(=O)c1ccccc1 | 3
O=C(O)CCC(=O)N1N=C(c2ccc(Br)cc2)CC1c1cccc([N+](=O)[O-])c1 (configuration not stated) | 6
CC(NC(=O)C12CC3CC(CC(C3)C1)C2)C(=O)Nc1ccc(S(=O)(=O)Nc2nccs2)cc1 (configuration not stated) | -1
O=C(CCN1C(=O)/C(=C/c2ccccc2)SC1=S)Nc1cccc(Cl)c1 | 4
C(=NN1CCN(Cc2ccccc2)CC1)c1ccccc1 | -1
Cc1ccc(Cl)c(OCCCCN2CCCC2)c1 | -2
COc1ccc(NC(=O)c2ccc(-c3ccccc3)cc2)cc1 | 6
Cc1[nH]n(-c2ccccc2)c(=O)c1C(=O)c1ccccc1F | 12
O=C(O)c1cccc(-c2ccc(C=C3C(=O)c4ccccc4C3=O)o2)c1 | -3
Cc1ccc(C(=O)c2c(N)sc3c2CCCC3)cc1 | 2
O=C(O)C1=C2C(=O)Nc3cccc(c32)C2(C1)C(=O)Nc1ccccc12 (configuration not stated) | 14
CC(C)OCCCNC(=O)C(=O)Nc1cccc(Cl)c1Cl | 7
COC(=O)c1ccc(/C=C2/SC(=S)N(C)C2=O)cc1 | 5
CCOC(=O)c1c(NC(=O)c2c(Cl)ccc(Cl)c2OC)sc2c1CCCC2 | 4
CCCC(=O)Nc1ccc(C)cc1[N+](=O)[O-] | 3
O=S(=O)(NC1CCCCCCC1)c1ccc(F)cc1 | -1
Cc1ccc(NC(=O)c2sc3ccccc3c2Cl)nc1 | 0
COc1ccccc1N1CCN(/N=C(/C)c2ccc(Br)cc2)CC1 | -3
Cc1ccc(-c2cc(C(=O)Nc3nccs3)c3ccccc3n2)o1 | 9
O=C(NN1C(=O)/C(=C/c2ccc(O)c(O)c2)SC1=S)c1ccc(Br)cc1 | -1
Cc1ccc(/C=N/NC(=O)c2cccnc2)o1 | 5
CCCN1C(=O)c2ccccc2NC1c1ccc(OC)c(COc2ccccc2F)c1 (configuration not stated) | 4
Clc1ccc(-c2noc(-c3ccccc3Br)n2)cc1 | 7
O=Cc1cccc(OCc2ccc(Cl)cc2Cl)c1 | 4
O=C(CN(c1ccc(Br)cc1)S(=O)(=O)c1ccccc1)NC1CC2CCC1C2 (configuration not stated) | 0
COc1cc(C2C3=C(CC(C)(C)CC3=O)OC3=C2C(=O)CC(C)(C)C3)ccc1Oc1nc2c(c(=O)n(C)c(=O)n2C)n1C | 4
COc1cccc(C(=O)Nc2cccc(-c3cc4ccccc4oc3=O)c2)c1 | 0
CCC1(C)C2(C#N)C(N)=NC(OC)(OC)C12C#N (configuration not stated) | -1
Cc1cc(OC(=O)c2ccc(Cl)c([N+](=O)[O-])c2)ccc1C(C)C | 8
O=[N+]([O-])c1ccccc1S(=O)(=O)NCc1ccc(F)cc1 | 2
CC(C)CNC(=O)c1ccc(I)cc1 | 5
CCOc1ccccc1CN1CCN(Cc2cc(OC)ccc2O)CC1 | -23
CC(C)(C)C(=O)Nc1ccc(Cl)cc1C(=O)O | 0
CC(=O)Nc1ccccc1NC(=O)COc1ccc(Br)cc1 | 2
Cc1cc2c(cc1C)CN(c1ccc(C=Nc3ccc(Br)cc3)cc1)C2 | -6
O=C(c1cc2nc(-c3cccs3)cc(C(F)(F)F)n2n1)N1CCOCC1 | 2

Given field by field: two of the compounds above
> O=C(O)c1cccc(-c2ccc(C=C3C(=O)c4ccccc4C3=O)o2)c1
  ER stress surv: -3

> Cc1ccc(C(=O)c2c(N)sc3c2CCCC3)cc1
  ER stress surv: 2

Quoted from the listing, 19 compounds:
SMILES | ER stress surv
CCCC(=O)Nc1ccc(C)cc1[N+](=O)[O-] | 3
O=S(=O)(NC1CCCCCCC1)c1ccc(F)cc1 | -1
Cc1ccc(NC(=O)c2sc3ccccc3c2Cl)nc1 | 0
COc1ccccc1N1CCN(/N=C(/C)c2ccc(Br)cc2)CC1 | -3
Cc1ccc(-c2cc(C(=O)Nc3nccs3)c3ccccc3n2)o1 | 9
O=C(NN1C(=O)/C(=C/c2ccc(O)c(O)c2)SC1=S)c1ccc(Br)cc1 | -1
Cc1ccc(/C=N/NC(=O)c2cccnc2)o1 | 5
CCCN1C(=O)c2ccccc2NC1c1ccc(OC)c(COc2ccccc2F)c1 (configuration not stated) | 4
Clc1ccc(-c2noc(-c3ccccc3Br)n2)cc1 | 7
O=Cc1cccc(OCc2ccc(Cl)cc2Cl)c1 | 4
O=C(CN(c1ccc(Br)cc1)S(=O)(=O)c1ccccc1)NC1CC2CCC1C2 (configuration not stated) | 0
COc1cc(C2C3=C(CC(C)(C)CC3=O)OC3=C2C(=O)CC(C)(C)C3)ccc1Oc1nc2c(c(=O)n(C)c(=O)n2C)n1C | 4
COc1cccc(C(=O)Nc2cccc(-c3cc4ccccc4oc3=O)c2)c1 | 0
CCC1(C)C2(C#N)C(N)=NC(OC)(OC)C12C#N (configuration not stated) | -1
Cc1cc(OC(=O)c2ccc(Cl)c([N+](=O)[O-])c2)ccc1C(C)C | 8
O=[N+]([O-])c1ccccc1S(=O)(=O)NCc1ccc(F)cc1 | 2
CC(C)CNC(=O)c1ccc(I)cc1 | 5
CCOc1ccccc1CN1CCN(Cc2cc(OC)ccc2O)CC1 | -23
CC(C)(C)C(=O)Nc1ccc(Cl)cc1C(=O)O | 0

Carrying on:
SMILES | ER stress surv
COc1ccc(-n2c(O)c(C=Nc3ccc(Cl)cc3)c(=O)[nH]c2=O)cc1 | 10
Clc1ccc(/C=N/Nc2nnc3c(n2)[nH]c2ccc(Br)cc23)c(Cl)c1 | 6
CCCC(=O)NC(c1cccc([N+](=O)[O-])c1)c1ccc2cccnc2c1O (configuration not stated) | 6
COC(=O)C(C)N(C(=O)c1cccc(Cl)c1)c1c(C)cccc1C (configuration not stated) | 1
O=C(Cc1n[nH]c(=O)c2ccccc12)NCCCN1CCCCCC1 | 6
Cc1c(C#N)c2nc3ccccc3n2c(=O)/c1=C/c1sc2ccccc2c1O | 6
O=C(Nc1ccc(NC(=S)NC(=O)c2ccco2)cc1)c1ccc(Br)cc1 | 10
COC(=O)C1=C(C)NC(=O)CC1c1ccccc1C(F)(F)F (configuration not stated) | 3
O=C(NC(Nc1ccccn1)C(Cl)(Cl)Cl)c1ccccc1 (configuration not stated) | 1
Cc1ccc(C2=C/C(=C/c3ccccn3)C(=O)O2)c(C)c1 | -2
Cc1occc1C(=O)N/N=C/C1CC=CCC1 (configuration not stated) | 13

This is a subset; the hit share may differ from the screen's.
